HCMV inh: qHTS Assay for inhibitors of the human cytomegalovirus (HCMV); activity change, negative = inhibition, % at 57.5 µM; HFF cells, HCMV-luciferase reporter, 72 h; stronger effect = lower value; 410,000 compounds, 4.5% hits; in the data active = activity change below about -60%; inconclusive = no clear call, values can overlap the other calls; inactive = above about -39%; also: % is scaled to controls: 0 for no effect and ±100 for the full control effect
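After 16 h attachment at 37C, HFF cells received test compound and HCMV-luciferase (1 PFU/cell); reporter luminescence read 72 h later, data normalized against buffer-only and known inhibitor Salinomycin.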
AmpC inh no detg: qHTS Inhibitors of AmpC Beta-Lactamase (assay without detergent) | 330,000 compounds, 0.52% hits | AID 485341, 2010 | P00811 | Potency, µM (top dose mostly 57.1 µM), for the others: at the highest dose activity change, negative = inhibition, hits mostly inhibitors | AmpC nitrocefin hydrolysis, absorbance 480 nm, 0.0001% Triton;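 also: potency is read from the fitted curve at half-maximal effect; plate controls were no compound for no effect and no enzyme for full effect; nearly all actives have a fitted effect of over 20% in size; some results filed as inactive show a strong effect at the top dose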
Target sequence (P00811 whole entry, looked up): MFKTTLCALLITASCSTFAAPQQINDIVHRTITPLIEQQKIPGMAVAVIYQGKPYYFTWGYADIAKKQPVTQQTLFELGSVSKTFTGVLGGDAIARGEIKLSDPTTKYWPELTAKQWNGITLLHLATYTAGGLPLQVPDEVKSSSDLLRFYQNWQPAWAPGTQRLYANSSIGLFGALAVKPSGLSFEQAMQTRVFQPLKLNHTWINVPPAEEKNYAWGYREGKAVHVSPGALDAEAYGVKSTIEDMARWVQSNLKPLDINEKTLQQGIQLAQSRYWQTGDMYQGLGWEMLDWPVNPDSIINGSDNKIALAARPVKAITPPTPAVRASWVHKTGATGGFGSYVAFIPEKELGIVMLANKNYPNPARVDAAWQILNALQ
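AmpC (5.3 nM in the dispensed reagent) in 20 mM phosphate pH 7.0 with 0.01% (detergent screen) or 0.0001% Triton X-100 was preincubated with compounds for 15 min at room temperature. Nitrocefin was then added from an 800 uM solution, and hydrolysis was followed at 480 nm.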
CHX counter: Cycloheximide Counterscreen for Small Molecule Inhibitors of Shiga Toxin. cell reporter, cycloheximide protein synthesis inhibition counterscreen. max response, %. 300,000 compounds, 12% hits. AID 2314, 2010; in the data active = max response mostly above about 13%, no sharp cut-off; inactive = mostly below about 14%; also: read at 38.3 µM for the half of the compounds with a filed dose; 0% is about no effect
AmpC detergent: qHTS Inhibitors of AmpC Beta-Lactamase (assay with detergent). P00811. AmpC hydrolysis of nitrocefin, absorbance 480 nm, 0.01% Triton. Potency, µM (series often up to 114 µM), inactives show at the top dose activity change, negative = inhibition, hits mostly inhibitors. 370,000 compounds, 0.041% hits;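 also: potency is read from the fitted curve at half-maximal effect; 0% = no-compound wells and -100% = no-enzyme wells; nearly all actives have a fitted effect of over 25% in size; some results filed as inactive show a strong effect at the top dose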
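AmpC (5.3 nM in the dispensed reagent) in 20 mM phosphate pH 7.0 with 0.01% (detergent screen) or 0.0001% Triton X-100 was preincubated with compounds for 15 min at room temperature. Nitrocefin was then added from an 800 uM solution, and hydrolysis was followed at 480 nm.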
FBPA Giardia inh: qHTS Assay for Inhibitors of Fructose-1,6-bisphosphate Aldolase from Giardia Lamblia | A8B2U2 | purified Giardia FBPA | Potency, µM (doses to about 59.6 µM), for inactives: at the highest dose activity, negative = inhibition, usual class: inhibitors | 290,000 compounds, 0.71% hits | AID 2451, 2010; also: potency is read from the fitted curve at half-maximal effect; % is scaled to controls: 0 for no effect and ±100 for the full control effect; nearly all actives have a fitted effect of over 55% in size
Target sequence (A8B2U2 whole entry, looked up): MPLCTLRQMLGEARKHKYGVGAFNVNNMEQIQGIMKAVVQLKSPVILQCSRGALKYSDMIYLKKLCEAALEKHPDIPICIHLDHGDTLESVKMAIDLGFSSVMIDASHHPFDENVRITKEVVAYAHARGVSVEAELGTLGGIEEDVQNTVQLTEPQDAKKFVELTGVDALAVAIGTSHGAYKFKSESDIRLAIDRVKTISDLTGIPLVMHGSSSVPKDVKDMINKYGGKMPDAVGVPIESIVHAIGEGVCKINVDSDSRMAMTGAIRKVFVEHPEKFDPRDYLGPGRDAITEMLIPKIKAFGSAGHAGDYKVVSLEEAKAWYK
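Giardia FBPA (40 nM reagent) was preincubated 10 min at RT with compound (up to 57.5 uM final), then substrate plus GAPDH/TPI/NAD/arsenate coupling system with diaphorase/resazurin was added; resorufin fluorescence (525/598 nm) was read after 20 min.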
AMA1-RON2 inh: qHTS for Inhibitors of AMA1-RON; Towards Development of Antimalarial Drug Lead: Primary Screen | Plasmodium falciparum AMA1 (3D7) - RON2 peptide interaction | AlphaScreen AMA1-biotinylated RON2 peptide binding | Potency, µM (highest dose often 58.2 µM), inactives show at the highest dose activity change, negative = inhibition, most hits filed as inhibitors | 360,000 compounds, 0.2% hits | AID 720542, 2013;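 also: potency is read from the fitted curve at half-maximal effect; 0% = vehicle wells and -100% = peptide control; nearly all actives have a fitted effect of over 45% in size; some results filed as inactive show a strong effect at the top dose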
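AMA1 (3D7) with his tag at 25 nM final met compounds first, then biotinylated RON2 peptide at 25 nM; detection used donor plus acceptor beads, 10 µg/mL apiece, read by AlphaScreen after 30 min at room temperature.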
Shiga toxin inh: A qHTS for Small Molecule Inhibitors of Shiga Toxin; AID 2315, 2010; Vero cells, Shiga toxin protein synthesis inhibition reporter; inhibition, % at 38.7 µM; 290,000 compounds, 9.2% hits; in the data active = inhibition mostly above about 28%, no sharp cut-off; inactive = mostly below about 43%; also: 0% is about no effect
An asterisk follows results filed as active; ? = inconclusive; . = no result given; & = joins results of further samples; [ ] = another dose, or the depositor's remark. Unless noted, calls follow the shape of the dose curve; as a rule, active = well fitted curve in the direction sought with a large enough effect; inconclusive = small, poorly fitted or top-dose-only effect, or another doubt; inactive = no such curve, though single readings can be large; an effect the other way counts as inactive or inconclusive.

SMILES	HCMV inh	AmpC inh no detg	CHX counter	AmpC detergent	FBPA Giardia inh	AMA1-RON2 inh	Shiga toxin inh
Cc1ccc(NCC(=O)N/N=C/c2cc(O)ccc2[N+](=O)[O-])cc1	-1	-49%	-4	-8%	?	-4%	16
Brc1ccc2ncnc(Nc3cccc4ccccc34)c2c1	-66*	61%[activator]	0	-7%	?	-6%	12
CCN1C(=O)[C@@H]2[C@@H](c3ccc(-c4ccc(OC)cc4)c(OC)c3)N3CCCC[C@@]3(C(=O)OC)[C@@H]2C1=O	15	69%[activator]	.	-7%	.	-11%	.
Cc1ccc(NC(=O)c2ccc(OC(F)F)cc2)cc1S(=O)(=O)N(C)C	-95*	-47%	29*	?	-10%	0%	0
O=C(Oc1ccc(C(=S)N2CCOCC2)cc1Br)c1cc(Cl)ccc1Cl	23	7%	1	-11%	.	25%	-22
CCN(CC)c1ccc(/C=N/NC(=O)c2c(Cl)c(C)nn2C)cc1	?	25%	-1	-13%	-1%	11%	4
CCC(CC)C(=O)Nc1cccc(C(=O)NCCc2ccccc2)c1	-11	-24%	19*	-1%	3%	-2%	105*
Cc1ccnc(NS(=O)(=O)c2ccc(NC(=O)c3cncc(Br)c3)cc2)n1	-3	-19%	-3	-8%	-3%	6%	-5
Cc1cc([N+](=O)[O-])c(Cl)cc1NC(=O)C(C)C	-38	-6%	-3	?	1%	-4%	-5
O=C(Nc1ccc(Br)cc1)C1CCCC1	-34	1%	6	?	3%	-9%	6
O=C(Nc1ccc(Cl)c(Cl)c1)N1CCCCCC1	97	-36%	51*	8%	-3%	-8%	90*
Cc1cccc(NC(=O)CSc2ccc(-c3cccs3)nn2)c1C	4	-24%	13*	-7%	5%	-27%	11
CN1CCc2c(sc3nc(SCC(N)=O)n(-c4ccccc4)c(=O)c23)C1	11	-7%	7	9%	-17%	-19%	29
COc1ccccc1NC(=O)Cc1noc(CSc2cc(C)c3ccccc3n2)n1	-32	-40%	-3	-16%	-11%	-4%	-1
COc1cc(CCC(=O)OCC(=O)N(CCC#N)c2ccccc2)cc(OC)c1OC	4	45%	-3	2%	-12%	-8%	5
COc1cc(/C=C2/SC(=S)N(Cc3ccccc3)C2=O)cc(OC)c1O	-63*	19%	-4	?	5%	?	-6
Cc1ccnc(N=O)c1	1	-20%	.	.	.	13%	.
Cc1nc2cc(C(=O)OCC(=O)NC3CCS(=O)(=O)C3)ccc2n1-c1ccccc1 (stereo not given)	-11	22%	-1	1%	-3%	28%	30
Fc1cccc(NC(=S)NC2CCCCCCC2)c1	4	13µM*	35*	3%	.	55%[activator]	75*
O=C(Cn1ccc(NC(=O)OCc2ccccc2)nc1=O)NCCCN1CCCC1=O	10	-1%	.	6%	.	16%	.
O=C(O)C1CSC(c2ccco2)N1 (stereo not given)	-20	-20%	0	-10%	?	5%	-19
Cc1cccc(NC(=O)CCN2CCN(C)CC2)c1	-12	-6%	5	6%	-23%	0%	.
CCSC[C@H](NC(=O)[C@H](C)N)C(=O)N[C@@H](CC(=O)O)C(=O)N[C@H](C(=O)N[C@@H](C)C(=O)N[C@H](C(=O)N[C@@H](CSCC)C(=O)N[C@H](C(=O)N[C@H](C(=O)N[C@@H](Cc1cnc[nH]1)C(=O)N[C@@H](CCCNC(=N)N)C(=O)N[C@@H](CC(C)C)C(=O)N[C@@H](C)C(=O)NCC(=O)N[C@@H](CC(C)C)C(=O)N[C@@H](CC(C)C)C(=O)N[C@@H](CO)C(=O)N[C@@H](CCCNC(=N)N)C(=O)N[C@@H](CO)C(=O)NCC(=O)NCC(=O)N[C@H](C(=O)N[C@H](C(=O)N[C@@H](CCCCN)C(=O)N[C@@H](CC(N)=O)C(=O)N[C@@H](CC(N)=O)C(=O)N[C@@H](Cc1ccccc1)C(=O)N[C@H](C(=O)N1CCC[C@H]1C(=O)N[C@H](C(=O)N[C@@H](CC(N)=O)C(=O)N[C@H](C(=O)NCC(=O)N[C@@H](CO)C(=O)N[C@@H](CCCCN)C(=O)N[C@@H](C)C(=O)N[C@@H](Cc1ccccc1)C(N)=O)C(C)C)[C@@H](C)O)C(C)C)C(C)C)C(C)C)[C@@H](C)O)C(C)C)[C@@H](C)O)[C@@H](C)O	.	.	5	.	1%	.	-4
CSc1ncccc1C(=O)NCC12CC3CC(CC(C3)C1)C2	6	9%	-2	2%	9%	0%	-10
CC1(C)CC(=O)C2=C(C1)N(c1ncn[nH]1)C(N)=C(C#N)C2c1ccccc1 (stereo not given)	-3	-5%	0	3%	?	-11%	-12

2 records drawn at random from those above:
SMILES	HCMV inh	AmpC inh no detg	CHX counter	AmpC detergent	FBPA Giardia inh	AMA1-RON2 inh	Shiga toxin inh
Cc1cccc(NC(=O)CCN2CCN(C)CC2)c1	-12	-6%	5	6%	-23%	0%	.
Cc1cc([N+](=O)[O-])c(Cl)cc1NC(=O)C(C)C	-38	-6%	-3	?	1%	-4%	-5

New compounds follow.
SMILES	HCMV inh	AmpC inh no detg	CHX counter	AmpC detergent	FBPA Giardia inh	AMA1-RON2 inh	Shiga toxin inh
O=C(O)c1ccc(Oc2ccc(C(F)(F)F)cn2)cc1	58	-15%	15*	8%	17%	-18%	16
C=CCSc1nc(N)c2c3c(sc2n1)CN(C)CC3	-27	-17%	21*	0%	-27%	-8%	12
O=C(NCC(=O)N1CCN(c2ccccc2)CC1)c1ccc(Cl)cc1	9	-10%	-1	-6%	5%	-8%	2
COc1ccc(C)cc1S(=O)(=O)N(CC(=O)O)c1ccc(F)cc1	-34	.	11	-3%	-1%	-4%	-1
COC(=O)c1ccc(S(=O)(=O)N(C2CCCCC2)C2CCCCC2)n1C	-4	0%	-1	-4%	0%	-11%	-4
COC(=O)c1nn(-c2ccccc2)c(Cl)c1/C=N/O	29	-7%	-3	3%	4%	7%	-6
CCc1nccn1S(=O)(=O)c1ccc(OC)c(C)c1C	3	-20%	-1	?	-16%	17%	-7
CCCCSc1cc(=O)[nH]c(N)n1	-26	-10%	-1	-7%	3%	-10%	-9
O=C(CNC(=S)N(Cc1ccccc1F)C1CCCCC1)NC1CC1	-20	73%[activator]	4	0%	3%	1%	-10
COC(=O)c1ccc2nc(Nc3nc4c(F)cc(F)cc4s3)sc2c1	-70*	-17%	57*	0%	8%	5%	-15
CCOC(=O)c1ccc(NC(=O)CSc2ccc(-c3ccccn3)nn2)cc1	-7&-20	-6%	22	4%&-2%	.	-5%	4
CCOc1ccc(NC(=O)CN(C)C(=O)c2cccc(S(=O)(=O)N3CCCC3)c2)cc1OCC	-5	108%[activator]	.	-19%	.	5%	.
C/C(=N\NC(=O)c1cccnc1)c1ccc(C)c([N+](=O)[O-])c1	-7	0%	11	4%	0%	7%	13
O=C(O)CN1C(=O)COc2cc(S(=O)(=O)N3CCCC3)ccc21	4	-21%	-7	-5%	14%	-15%	7
CC(=O)Nc1ccc(C(=O)/C=C/c2ccco2)cc1	36	-33%	-1	-10%	-21%	-17%	-7
COc1ccc(Cl)cc1NC(=O)C1CSC(c2ccncc2)=N1 (stereo not given)	-10	1%	-2	5%	-4%	0%	-9
CCC(C)NC(=O)C1CC(=O)N(CCc2ccc(F)cc2)C1 (stereo not given)	3	5%	-1	4%	16%	-7%	-13
CC(=O)Nc1ccc(NC(=O)Cn2cc3c(n2)CCCC3)cc1	0	-6%	-4	?	-1%	-2%	16
COc1ccc(C2CC(=O)Oc3c(C(CCN4CCCCC4)c4ccc(N(C)C)cc4)c(OC)cc(OC)c32)cc1 (stereo not given)	-60*	178%[activator]	-12&-5	-1%	1%&-10%	?	-11&-4
CCOc1ccc(CCNC(=O)COC(=O)Cc2ccc(OC)c(OC)c2)cc1OCC	-20	12%	.	?	.	21%	.
NC1=NC(c2ccc(Br)cc2)n2c(nc3ccccc32)N1 (stereo not given)	?	-6%	-1	-8%	-4%	-10%&26%	-2
CCOc1ccccc1-c1nc(-c2ccc(NC(=O)c3ccc(Br)o3)cc2)no1	7	-27%	44*	?	1%	4%	47
COc1cc(NC(=O)CN2CCN(S(=O)(=O)c3ccc(C(C)C)cc3)CC2)cc(OC)c1	19	15%	4	6%	5%	-16%	-20
COc1cccc(CC2(CO)CCN(Cc3cn(C)nc3C)CC2)c1	29	13%	4	2%	-3%	-24%	-5
Cc1ccc(NC(=S)NC(=O)C2CCC2)cc1C	2	-27%	53*	?	3%	19%	101*
Additional results.
SMILES	HCMV inh	AmpC inh no detg	CHX counter	AmpC detergent	FBPA Giardia inh	AMA1-RON2 inh	Shiga toxin inh
COc1cc(C2OC(=O)c3ccccc3S2)cc(OC)c1OC (stereo not given)	19	-8%	1	-3%	11%	-7%	-4
O=C(COc1ccc(Cl)cc1)NC1=NN(c2ccccc2)C(=O)C1	-20	-47%	-4	-7%	3%	12%	-4
CC(=O)Nc1ccc(NC(=O)CC2(CC(=O)N3CCOCC3)CCCC2)cc1	-32	-2%	.	-14%	.	16%	.
O=C(c1ccc(Cl)cc1)C1CCCN(Cc2cccc3ncccc23)C1 (stereo not given)	0	41%	2	1%	6%	-10%	-8
N#Cc1ncc(-c2ccc3c(c2)OCCOCCOCCOCCOCCO3)nc1C#N	-39	-27%	-3	?	2%	-10%	-8
COc1ccccc1CN(Cc1ccco1)S(=O)(=O)c1ccc(-n2cnnn2)c(OC)c1	-29	10%	-1	0%	-3%	-1%	-4
Cc1cccc(OCC(=O)NCC(=O)N=Nc2c(O)[nH]c3ccc([N+](=O)[O-])cc23)c1	121	-25%	-4	-9%	-11%	-4%	-5
COc1ccccc1N(CC(=O)NCCc1ccccc1)C(=O)CCC(=O)Nc1nccs1	-8	21%	-6	-2%	4%	-14%	11
COCCN(C(=O)Cc1cccs1)C(C(=O)NCc1ccc(OC)cc1)c1ccc(C(C)C)cc1 (stereo not given)	-36	?	-2	3%	-2%	-1%	31
O=C1C2=C(c3ccccc31)[N+](=O)[C@@H]1CCCC[C@@H]1N2[O-]	32	-14%	3	1%	?	6%	4
CC(C)CN1CC(C(=O)O)CC1=O (stereo not given)	-13	-18%	-3	?	3%	-4%	-2
COC(=O)/C=C1/S/C(=N/NC(=O)c2ccccc2C)NC1=O	-105*	-9%	14	5%	9%	76%[activator]	29
COc1ccc(CCN2C(=O)CC(Nc3ccc(N4CCOCC4)cc3)C2=O)cc1OC (stereo not given)	-6	.	8	6%	11%	-10%	11
CC(C)(C)Nc1nc(Nc2ccc([N+](=O)[O-])cc2)nc(NC(C)(C)C)n1	?	-44%	-4	?	4%	-6%	.
Cc1ccc(NC(=O)CCc2ccc(C)o2)c(Br)c1	-11	-19%	29*	-7%	4%	5%	31*
O=C(CCN1C(=O)c2ccccc2S1(=O)=O)NCc1ccc(F)cc1	-15	-60%	.	2%	.	2%	.
